# WRN inhibitor – inhibitors of human WRN helicase. WRN helicase unwinding, fluorescent forked duplex, kinetic. Potency, µM (highest dose often 114 µM), for the others: at the top dose activity change, negative = inhibition, most hits filed as inhibitors. hit rate 0.46% among 360,000. AID 651768; also: potency is read from the fitted curve at half-maximal effect; % is scaled to controls: 0 for no effect and ±100 for the full control effect; nearly all actives have a fitted effect of over 55% in size
#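 Fluorescence dequenching readout, ex 525 nm/em 598 nm, kinetic mode: forked duplex DNA (100 nM final) with adjacent fluorophore and quencher unwound by WRN (20 nM final) with 2 mM ATP. Compound preincubation 15 min, room temperature.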
# EPAC1 antagonist – EPAC1 (human) antagonism. hit rate 0.14% among 360,000. EPAC1 GEF assay, Rap1b-BODIPY-GDP exchange fluorescence. AID 720709. Potency, µM (top dose mostly 115 µM), for the others: at the top dose activity change, negative = inhibition, hits mostly inhibitors. O95398;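 also: potency is read from the fitted curve at half-maximal effect; plate controls were vehicle for no effect and positive control for full effect; nearly all actives have a fitted effect of over 50% in size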
# PLK1 PBD block – PLK1 (human) polo-box domain binding inhibition. P53350. Plk1 PBD binding of FITC phosphopeptide, fluorescence polarization. Potency, µM, for the others: max response, negative = inhibition, most hits filed as inhibitors. hit rate 2.8% among 360,000. AID 720504; also: potency is read from the fitted curve at half-maximal effect; series mostly up to about 57 µM; % is scaled to controls: 0 for no effect and ±100 for the full control effect; nearly all actives have a fitted effect of over 65% in size
# Target sequence (P53350 whole entry, looked up, the tested form may be a part): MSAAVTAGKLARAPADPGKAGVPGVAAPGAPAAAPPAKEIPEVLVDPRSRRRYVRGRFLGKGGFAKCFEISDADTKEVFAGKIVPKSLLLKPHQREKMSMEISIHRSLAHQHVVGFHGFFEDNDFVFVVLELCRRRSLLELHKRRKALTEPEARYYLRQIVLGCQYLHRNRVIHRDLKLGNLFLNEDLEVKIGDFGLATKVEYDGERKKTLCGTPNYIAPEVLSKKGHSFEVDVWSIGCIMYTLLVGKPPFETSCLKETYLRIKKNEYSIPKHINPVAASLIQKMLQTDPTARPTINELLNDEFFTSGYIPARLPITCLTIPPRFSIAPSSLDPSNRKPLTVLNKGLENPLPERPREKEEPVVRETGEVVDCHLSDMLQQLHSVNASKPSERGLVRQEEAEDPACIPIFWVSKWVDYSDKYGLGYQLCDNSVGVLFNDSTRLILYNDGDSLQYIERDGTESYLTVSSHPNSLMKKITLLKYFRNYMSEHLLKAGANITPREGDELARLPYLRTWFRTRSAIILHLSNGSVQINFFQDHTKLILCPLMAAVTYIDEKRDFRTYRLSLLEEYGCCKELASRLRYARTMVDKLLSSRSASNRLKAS
# IL-2 act – activates IL-2 in a cell-based reporter assay; IL-2 activation reporter assay, cell-based qHTS; stimulated with anti-CD3/CD4/CD28 beads; in transgenic mouse T cells; AID 652025; hit rate 0.065% among 360,000; activation, % (series mostly up to about 46 µM); in the data active = activation above about 50%; inconclusive = mostly about 30% to 49%; also: 0% is about no effect
#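 Screening format: compound pinned onto unstimulated transgenic mouse T cells, 60 min incubation, then anti-CD3/anti-CD4/anti-CD28 bead stimulation for 18 hours at 37 degrees C, followed by EGFP and DsRed detection.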
# EPAC1 agonist – agonists of human EPAC1; EPAC1 agonist qHTS, biochemical assay; response scale: 100% = response to 6.5 mM cAMP; AID 720707; Potency, µM (series often up to 154 µM), inactives show at the highest dose activation, most hits filed as activators; hit rate 0.073% among 360,000; also: potency is read from the fitted curve at half-maximal effect; nearly all actives have a fitted effect of over 60% in size
#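 EPAC1 100 nM, Rap1B–BODIPY-GDP 250 nM, unlabeled GDP 50 uM; compound titration; 5 min RT; kinetic read ex480/em540 at 5-min intervals ×30 min; data normalized to 6.5 mM cAMP agonist control.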
# FUS suppressor – FUS proteinopathy suppression in yeast; S. cerevisiae FUS-expressing, growth rescue, OD600, 24 h; Potency, µM (series often up to 76.6 µM), for the others: at the top dose growth rescue (activation), usual class: activators; hit rate 0.24% among 390,000;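 also: potency is read from the fitted curve at half-maximal effect; plate controls were DMSO vehicle for no effect and reference control for full effect; nearly all actives have a fitted effect of over 55% in size; some results filed as inactive show a strong effect at the top dose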
#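 Cultures pregrown in 2.5% raffinose medium are shifted to minimal medium containing 2% galactose to express toxic FUS. Compounds are tested at several concentrations. After 24hr at 30C, growth is quantified at 600 nm absorbance.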
# PI5P4K alpha inh – inhibitors of human PI5P4K alpha. hit rate 1.2% among 330,000. P48426. AID 652105. max response, %. PI5P4Kalpha enzyme, ADP-Glo luminescence, 60 min; active compounds read low; active = max response of -50% or lower; inconclusive = between -30% and -50%; inactive = -30% or higher; also: value at the top dose of about 77 µM; % is scaled to controls: 0 for no effect and ±100 for the full control effect
# Target sequence (P48426 whole entry, looked up): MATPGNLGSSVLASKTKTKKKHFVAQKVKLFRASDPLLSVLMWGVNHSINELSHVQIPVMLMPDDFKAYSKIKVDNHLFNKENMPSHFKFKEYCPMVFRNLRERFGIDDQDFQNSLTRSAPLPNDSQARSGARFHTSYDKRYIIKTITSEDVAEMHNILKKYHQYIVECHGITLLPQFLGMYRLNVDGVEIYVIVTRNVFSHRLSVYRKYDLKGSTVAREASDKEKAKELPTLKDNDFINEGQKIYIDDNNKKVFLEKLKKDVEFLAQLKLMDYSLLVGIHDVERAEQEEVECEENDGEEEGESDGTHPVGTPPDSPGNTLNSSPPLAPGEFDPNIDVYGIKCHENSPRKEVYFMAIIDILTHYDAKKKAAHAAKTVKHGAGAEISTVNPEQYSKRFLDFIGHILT
#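 ADP-Glo luminescence end-point after a 60 min room-temperature kinase reaction. PI5P4Kalpha and substrate in HEPES pH 7.4 buffer with EGTA, 0.1% CHAPS and 5% DMSO; ATP at 5 microM final.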
# aSyn yeast inh – alpha-synuclein toxicity inhibition in yeast. Yeast expressing alpha-synuclein, growth rescue, BacTiter-Glo, 24 h. Potency, µM (series often up to 46.1 µM), without a hit: top-dose growth rescue (activation), actives largely listed as activators. hit rate 0.14% among 370,000. AID 652106; also: potency is read from the fitted curve at half-maximal effect; % of control where 0% means no effect; nearly all actives have a fitted effect of over 65% in size
#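 Rescue of yeast growth: cells expressing toxic alpha-synuclein, induced in galactose at OD600 0.02, incubated with compound 24 h at 30 C. ATP luminescence quantified growth; inhibitors of toxicity appear as activators.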
# Abeta rescue – restores growth of yeast expressing A-beta42 peptide | yeast expressing A-beta42, growth rescue, OD600, 48 h; response scale: 0% DMSO, 100% iron-clioquinol control | Potency, µM (highest dose often 46.1 µM), for inactives: at the highest dose growth rescue, actives largely listed as activators | hit rate 0.063% among 410,000 | AID 1347071; also: potency is read from the fitted curve at half-maximal effect; nearly all actives have a fitted effect of over 55% in size
#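 Yeast A-beta toxicity model in growth medium with pinned compounds, 48 h at 30 C; growth read as absorbance at 600 nm. Normalized to FeCl3/clioquinol equimolar mix (positive) and DMSO (negative).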
# An asterisk follows results filed as active; ? = inconclusive; · = no result given; [ ] = remark or other dose. Unless noted, calls follow the shape of the dose curve; as a rule, active = well fitted curve in the direction sought with a large enough effect; inconclusive = small, poorly fitted or top-dose-only effect, or another doubt; inactive = no such curve, though single readings can be large; an effect the other way counts as inactive or inconclusive. Compounds were not picked by outcome. Share with any hit: about 4.1%.
SMILES,WRN inhibitor,EPAC1 antagonist,PLK1 PBD block,IL-2 act,EPAC1 agonist,FUS suppressor,PI5P4K alpha inh,aSyn yeast inh,Abeta rescue
CCN(CC#CCC(O)(c1ccccc1)C1CCCC1)C(C)C (stereo unspecified),2.5%,9.0%,-3.2%,-0.2,1.9%,-8.9%,1.2,0.9%,-7.1%
COC(=O)c1c(NC(=O)COC(=O)c2ccc(C)s2)sc2c1CCCCC2,6.6%,-5.2%,-5.6%,0.5,8.3%,-30.5%,3.4,2.7%,3.4%
CCOC(=O)N1CCC(NC(=O)C2=CCN(S(=O)(=O)c3ccc(OC)cc3)CC2)CC1,-7.6%,14.6%,-18.3%,-0.7,3.3%,-2.0%,-3.6,?,7.8%
CC(=O)Nc1ccc(S(=O)(=O)NCc2ccc(C(=O)NC(C)c3ccccc3)cc2)cc1 (stereo unspecified),-5.3%,11.9%,-5.1%,-0.2,8.3%,-2.2%,·,1.2%,-3.7%
CCOC(=O)C(N)CSC1CC(=O)N(c2ccc(OC)cc2)C1=O (stereo unspecified),-3.7%,-5.6%,-11.1%,0.1,7.3%,-17.1%,-2.9,21.8%,21.0%
CCOc1ccc(CCNC(=O)Nc2cccc(OC)c2)cc1OCC,1.8%,1.4%,1.7%,-2.2,4.4%,-4.3%,-0.1,-0.3%,-3.5%
CCCCCc1cc(=O)c2ccccc2o1,-1.1%,0.2%,1.0%,-2.3,-5.7%,-25.0%,-1.4,6.5%,-2.7%
CCC(O)(CCN1CCCCC1)c1ccccc1 (stereo unspecified),1.2%,-14.5%,1.8%,-0.6,5.4%,1.6%,-4.9,2.7%,13.5%
COc1ccc(C(C)(C)C)cc1NC(=O)COC(=O)C(C)C,3.5%,-13.7%,-5.9%,-0.8,-7.6%,20.1%,1.1,3.9%,31.0%
O=C(/C=C/c1ccc(Cl)cc1)NC1CC2CCC1C2 (stereo unspecified),-0.3%,-26.8%,-17.6%,-0.9,3.6%,5.2%,-14.3,0.2%,13.5%
Cc1cc(SCC(=O)OCC(=O)N2CCN(C(=O)c3ccco3)CC2)c(C)cc1Br,-19.5%,-7.1%,-13.9%,-3.9,12.1%,15.3%,·,11.1%,10.9%
CCOC(=O)c1cc(-c2ccccc2)sc1NC(=O)C(C)OC(=O)c1cccnc1Cl (stereo unspecified),-2.1%,10.9%,-2.2%,0.9,-10.4%,-14.7%,-2.4,-11.1%,-10.9%
COc1cc(OC)cc(C2=Cc3ccc(OC)cc3C(CC(C)=O)N2c2ccc(-c3cccs3)cc2)c1 (stereo unspecified),-1.8%,-5.2%,-4.2%,0.6,2.5%,26.8%,9.0,-4.5%,8.7%
COc1ccccc1Oc1ccc(S(=O)(=O)N2CCCC2)cc1,-0.9%,8.8%,-2.8%,-2.8,-0.1%,15.7%,·,-10.2%,20.9%
CCCN1CCN(C(=O)Cn2cccc2C(=O)c2ccccc2)CC1,5.0%,4.7%,-0.5%,-0.1,-2.0%,3.5%,-8.0,-8.1%,12.8%
CC(Sc1nnc2ccccn12)C(=O)Nc1ccc2c(c1)OCO2 (stereo unspecified),-9.0%,-6.0%,-8.3%,-2.2,4.3%,33.1%,-24.5,-1.2%,-2.7%
CCOc1cc(/C=N/Nc2ccccc2Cl)ccc1OCC(=O)O,-8.1%,2.7%,-15.8%,0.0,0.5%,·,-14.1,-1.3%,-3.3%
Cn1c(Cc2c[nH]c3ccccc23)n[nH]c1=S,-0.3%,6.5%,-6.4%,-4.6,-5.6%,-23.8%,-5.3,-6.2%,11.6%[9.22 µM]
CN(C(=O)C1CCC(=O)N(C2CC2)C1)C1CCCCC1 (stereo unspecified),8.7%,-14.2%,0.4%,-1.6,-10.3%,-9.5%,2.5,-3.5%,0.3%
Cc1cc(NC(=O)CSc2nnc(COc3ccccc3)n2Cc2ccco2)no1,-2.7%,2.9%,-2.9%,0.1,-0.1%,-6.7%,·,2.0%,3.8%
CC(NC(=O)c1ccccc1)C(=O)OCC(=O)N1c2ccccc2Sc2ccccc21 (stereo unspecified),4.3%,-26.6%,-9.4%,-0.2,9.4%,?,-3.8,7.7%,13.5%
O=C(CN1C(=O)C2C3C=CC(C3)C2C1=O)Nc1nc(-c2ccccn2)cs1 (stereo unspecified),-5.4%,5.4%,-7.1%,-0.5,-0.4%,29.2%,-19.1,-3.3%,-17.3%
COc1cccc(/C=C(\C#N)c2nc3ccc(C)cc3[nH]2)c1OCC(=O)O,?,0.5%,-4.4%,-0.2,14.0%,-12.7%,-1.5,2.4%,-5.7%
CCn1c(SCC(=O)N2CCCCC2C)nnc1-c1ccco1 (stereo unspecified),1.3%,-1.5%,-1.9%,-0.2,-2.4%,-13.0%,2.3,-2.4%,-4.4%
O=C(OCc1cccs1)c1ccccc1NS(=O)(=O)c1ccc2c(c1)OCCO2,-4.8%,-16.5%,0.7%,-2.1,5.6%,17.1%,9.0,11.8%,23.8%

# Further entries follow:
SMILES,WRN inhibitor,EPAC1 antagonist,PLK1 PBD block,IL-2 act,EPAC1 agonist,FUS suppressor,PI5P4K alpha inh,aSyn yeast inh,Abeta rescue
COc1ccc(CNC(=O)c2ccc(CS(=O)(=O)c3ccc(C)cc3)o2)cc1,-6.8%,-5.3%,-2.9%,0.0,13.4%,12.7%,1.5,-1.8%,·
Cc1nnc(SCc2cc(=O)[nH]c(=S)[nH]2)s1,3.3%,-15.3%,-4.9%,0.2,1.3%,1.0%,5.8,-7.7%,-5.6%
O=C(CCCN1C(=O)c2ccccc2C1=O)Nc1ccccc1,2.7%,-11.1%,-3.2%,-1.7,1.1%,22.1%,-0.4,2.3%,10.8%
CCCc1cc(-c2n[nH]c(=S)n2CC)cs1,-9.4%,-3.4%,?,0.3,1.0%,9.7%,-14.9,-8.7%,18.3%
Cc1nc(-c2cccnc2)sc1C(N)=O,-2.9%,1.2%,-10.0%,8.7,1.9%,·,-1.2,3.4%,2.7%
O=C(NNC(=O)c1cccc(Br)c1)Nc1ccc(Cl)cc1,-19.4%,8.0%,21.2µM*,-0.5,5.3%,6.5%,-26.4,-0.3%,-22.4%
Cc1ccc(-n2c(-c3ccc(Br)cc3)c[n+]3c2CCc2ccc4cccnc4c2-3)cc1,3.5%,-4.4%,12.6%,-1.9,4.9%,?,·,-23.5%,-92.2%[inhibitor]
COc1ccc(C(CC(=O)N2CCCCC2)C(C)C)cc1 (stereo unspecified),4.9%,11.3%,-1.1%,10.0,6.9%,4.3%,6.9,1.4%,-3.8%
CC(C)S(=O)(=O)N1CCN(c2ccnc3cc(Cl)ccc23)CC1,7.9%,3.3%,6.2%,-0.9,-5.4%,1.3%,0.0,0.9%,-16.8%
O=c1[nH]c(=S)[nH]c2nccnc12,-3.7%,3.7%,-19.4%,0.3,5.5%,-36.0%,-21.5,-8.0%,-4.8%
O=C(NCCn1cc(SCc2ccccc2)c2ccccc21)c1c(F)cccc1F,-6.0%,-21.4%,-7.3%,-3.9,-0.6%,-22.2%,15.8,-4.1%,2.2%
Cc1ccc(NC(=O)c2sc3ncn(CC(=O)N4CCN(c5ccccn5)CC4)c(=O)c3c2C)cc1Cl,-10.0%,-7.3%,-1.0%,-0.2,-3.2%,-12.8%,-2.9,5.6%,-6.1%
CCN(CC(=O)Nc1ccc(NC(C)=O)cc1)C(=O)c1cccc(S(=O)(=O)N2CCc3ccccc3C2)c1,2.2%,4.2%,-5.6%,0.8,6.2%,23.7%,1.8,-2.4%,-5.9%
CC1=C(C(=O)NC(C)C)C2(CCC(C)CC2)OC1=O (stereo unspecified),7.5%,13.4%,-4.0%,-2.1,-7.3%,-16.7%,-6.2,-0.4%,0.7%
COc1ccccc1NC(=O)Nc1nc(C(N)Cc2ccc(C(F)(F)F)cc2)cs1 (stereo unspecified),-7.5%,-12.0%,4.4%,-0.8,-29.3%,40.9%,?,-34.7%[inhibitor],-1.3%
N#Cc1c(-c2ccc(Cl)cc2Cl)nc2n(c1=O)CCS2,-14.5%,-2.3%,-17.6%,-0.9,2.1%,?,-54.2*,3.3%,-12.6%
O=C(CN(C(=O)Cn1nnc(-c2ccccc2F)n1)c1cccc2c1CCCC2)NCc1ccccc1,6.8%,-9.8%,-6.6%,-2.8,18.1%,19.1%,·,14.4%,-3.6%
O=C(NNc1cc(Cl)ccc1Cl)c1cccnc1Cl,8.9%,-5.8%,7.7%,0.6,-7.3%,1.9%,10.3,1.6%,13.2%
COc1ccc(C2C(C#N)=C(N)OC3=C2C(=O)CCC3)cc1Cn1nc(C)c([N+](=O)[O-])c1C (stereo unspecified),-1.7%,4.1%,-6.0%,-0.1,-5.0%,?,-14.2,-0.6%,-0.4%
Cc1ccnc(NC(=O)CCCNC(=O)c2ccc(Cl)cc2)c1,-1.7%,-5.9%,5.4%,2.1,5.7%,-7.4%,0.7,0.0%,-0.9%
CN(C)S(=O)(=O)c1ccc(C(=O)OCC2CCCO2)cc1 (stereo unspecified),5.2%,-5.8%,0.4%,-1.1,9.7%,1.2%,-4.3,1.8%,13.8%
COc1ccc(C2NC(=O)N(C)C(C)=C2[N+](=O)[O-])cc1 (stereo unspecified),2.0%,-33.0%,-8.8%,-0.7,1.0%,-13.4%,-1.5,-3.8%,-16.0%
CCOC(=O)c1c(C)[nH]c(C(=O)COC(=O)CN2C(=O)C3CCCCC3C2=O)c1C (stereo unspecified),10.4%,-16.8%,-9.7%,-2.4,1.4%,36.2%,-1.7,0.5%,14.7%
